Assay outcomes (PubChem BioAssay)
Menin-MLL TR inh = menin-MLL binding inhibition, Texas Red mutant peptide. O00255. Menin + Texas Red MLL mutant peptide, fluorescence polarization. Potency, µM (doses to about 61.6 µM), inactives show at the highest dose FP activity change, negative = inhibition, actives largely listed as inhibitors. 270,000 compounds, 0.23% hits; active = well fitted inhibition curve with a large enough effect in the polarisation, with a control signal flat, not every such curve was filed as active; inconclusive = small, poorly fitted or top-dose-only effect, or effect the other way, or a change in a side signal; inactive = no such curve, though single readings can be large or run the other way; the % refers to the polarisation; note: potency is the fitted concentration of half-maximal effect; % of control where 0% means no effect; many of its hits are not listed in these tables
PTAP TSG101 blk = blocks PTAP/TSG101 interaction to inhibit HIV-1 budding. Potency, µM (doses to about 115 µM), for the others: at the highest dose activity change, negative = inhibition, actives largely listed as inhibitors. 340,000 tested, under 10 active. Q99816. Fluorescence polarization, FITC-PTAP peptide / Tsg101 binding; active = well fitted inhibition curve with a large enough effect in the main read-out, with a control signal flat, not every such curve was filed as active; inconclusive = small, poorly fitted or top-dose-only effect, or effect the other way, or a change in a side signal; inactive = no such curve, though single readings can be large or run the other way; note: potency is the fitted concentration of half-maximal effect; % of control where 0% means no effect
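Fluorescence anisotropy tracks displacement of a FITC-tagged PTAP peptide (50 nM) from the Tsg101 binding domain (10 uM), following a 20 min room-temperature incubation at pH 7.5.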
ASM inhibitor = blocks human secretory acid sphingomyelinase. placental ASM, HMU-PC fluorogenic substrate, 60 min. P17405. AID 504937. 340,000 compounds, 0.006% hits. Potency, µM (titrated, usually from 57.5 µM), without a hit: at the highest dose activity change, negative = inhibition, most hits filed as inhibitors; note: potency is the fitted concentration of half-maximal effect
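HMU-PC0 cleavage (9 uM final) by human placental ASM, 60 min at 37 °C following 10 min compound exposure at RT; stopped at pH 10, fluorescence Ex 386/Em 447 nm.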
FBPA coupling cs = coupling enzyme interference in Giardia aldolase counter-screen. activity change, negative = inhibition, % at 58.2 µM, hits read low. coupling enzyme system counterscreen, AmpLite Red fluorescence. 290,000 compounds, 0.67% hits; in the data active = activity change below about -30%; note: % is set by controls: 0 for no effect and ±100 for the full control effect
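Coupling enzymes only (glyceraldehyde-3-phosphate) + compound, at 57.5 uM final, 10 min RT; add substrate/coupling/AmpLite Red mix, 20 min RT; fluorescence ex 525/em 598 nm. Actives flag coupling-system interference.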
PKM2 act = increases activity of human pyruvate kinase M2; AID 1631; 260,000 compounds, 0.34% hits; Potency, µM (series often up to 57.5 µM), for the others: top-dose activation, usual class: activators; purified PKM2, Kinase-Glo ATP luminescence, activation; response scale: 0% is enzyme alone, no compound; note: potency is the fitted concentration of half-maximal effect; % is set by controls: 0 for no effect and ±100 for the full control effect; nearly all actives have a fitted effect of over 55% in size
Target sequence (P14618 whole entry, looked up): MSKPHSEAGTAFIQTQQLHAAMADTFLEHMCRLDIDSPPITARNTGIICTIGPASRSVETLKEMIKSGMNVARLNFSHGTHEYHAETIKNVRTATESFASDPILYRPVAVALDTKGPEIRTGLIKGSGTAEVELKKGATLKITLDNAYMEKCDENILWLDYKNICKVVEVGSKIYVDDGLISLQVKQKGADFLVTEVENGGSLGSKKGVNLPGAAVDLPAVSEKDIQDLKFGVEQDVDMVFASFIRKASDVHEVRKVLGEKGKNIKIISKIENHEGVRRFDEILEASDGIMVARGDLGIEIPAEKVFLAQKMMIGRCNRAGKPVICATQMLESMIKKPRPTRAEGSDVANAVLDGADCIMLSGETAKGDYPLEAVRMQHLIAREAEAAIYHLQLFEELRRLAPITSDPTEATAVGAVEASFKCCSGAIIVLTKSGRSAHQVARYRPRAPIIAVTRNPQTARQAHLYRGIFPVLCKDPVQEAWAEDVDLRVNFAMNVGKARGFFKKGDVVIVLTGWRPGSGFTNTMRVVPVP
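Purified hPK-M2 (>95%) run at intermediate activity with 0.1 mM ADP and 0.5 mM PEP in 50 mM imidazole pH 7.2, KCl, MgCl2; 1 h room temperature. ATP formed read by Kinase-Glo luminescence; normalized to uninhibited and no-enzyme controls.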
BCR signal inh = chronic active BCR signaling inhibition; ABC-DLBCL IkBa-CBG/CBR reporter, luminescence ratio, 4 h; AID 493014; Potency, µM (highest dose often 46.1 µM), for the others: at the top dose ratio change, negative = lower green/red ratio, hits mostly inhibitors; 340,000 compounds, 0.05% hits; active = well fitted inhibition curve with a large enough effect in the signal ratio, with a control signal flat, not every such curve was filed as active; inconclusive = small, poorly fitted or top-dose-only effect, or effect the other way, or a change in a side signal; the % refers to the signal ratio;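 note: potency is the fitted concentration of half-maximal effect; plate controls were basal doxycycline-induced cells for no effect and cells given 10 µM MG132 for full effect; MG132 reads +100%, hits lower the ratio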
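TMD8 ABC-DLBCL cells carrying doxycycline-inducible green luciferase fused to IkappaBalpha plus unfused red luciferase were exposed to compounds (up to 46 uM) for 4 hrs at 37C. Activity came from the overlap-corrected green/red luminescence ratio.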
Integrin act MD = integrin-mediated muscular dystrophy alleviation activation; alpha7betagal myoblasts, beta-gal FDG fluorescence, 48 h; 350,000 compounds, 0.064% hits; Potency, µM (titrated, usually from 38.3 µM), without a hit: at the highest dose activation, hits mostly activators;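 note: potency is the fitted concentration of half-maximal effect; 100% = response of the positive control SU9516; nearly all actives have a fitted effect of over 60% in size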
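alpha7betagal+/- myoblasts (passage 13, 250/well) treated 48 h at 37C with compounds at 1:260 dilution of DMSO stock. Lysed, then beta-galactosidase activity read as FDG fluorescence (ex 480/em 540) after 30 min, with pre-read for autofluorescence.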
Tb PFK block = blocks T. brucei phosphofructokinase | O15648 | T. brucei PFK, ADP-Glo luminescence | Potency, µM (titrated, usually from 57.5 µM), inactives show at the top dose activity, negative = inhibition, hits mostly inhibitors | 330,000 compounds, 0.17% hits;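 note: potency is the fitted concentration of half-maximal effect; 0% = uninhibited 1x PFK enzyme wells and -100% = no-enzyme wells; nearly all actives have a fitted effect of over 60% in size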
Target sequence (O15648 whole entry, looked up): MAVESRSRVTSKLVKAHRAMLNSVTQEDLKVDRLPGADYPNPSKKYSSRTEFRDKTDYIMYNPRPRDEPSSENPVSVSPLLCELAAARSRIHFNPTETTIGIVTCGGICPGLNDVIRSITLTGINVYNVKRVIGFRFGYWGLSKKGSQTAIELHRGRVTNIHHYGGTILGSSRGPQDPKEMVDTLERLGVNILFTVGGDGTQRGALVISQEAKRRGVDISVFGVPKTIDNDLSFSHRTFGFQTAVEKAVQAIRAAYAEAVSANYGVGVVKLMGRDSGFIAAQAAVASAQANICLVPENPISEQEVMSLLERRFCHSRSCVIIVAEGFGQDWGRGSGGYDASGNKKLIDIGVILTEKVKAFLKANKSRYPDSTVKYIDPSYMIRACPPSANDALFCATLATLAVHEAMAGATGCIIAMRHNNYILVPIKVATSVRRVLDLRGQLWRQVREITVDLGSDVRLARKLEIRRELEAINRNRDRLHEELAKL
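Luminescent ADP detection (ADP-Glo, two-step: ATP depletion then ADP-to-ATP conversion for luciferase) reported PFK activity after 45 min room-temperature reaction of 1.25 nM enzyme with 0.5 mM F6P and 0.1 mM ATP at pH 8.0.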
GALK inhibitor = inhibitors of human galactokinase | P51570 | Purified GALK, Kinase-Glo residual ATP luminescence | Potency, µM (series often up to 57.5 µM), for the others: at the top dose activity change, negative = inhibition, most hits filed as inhibitors | 270,000 compounds, 0.007% hits; note: potency is the fitted concentration of half-maximal effect; % is set by controls: 0 for no effect and ±100 for the full control effect
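The enzyme phosphorylates galactose (100 uM) using ATP (35 uM); inhibition is detected as higher residual ATP, quantified by bioluminescence after 1 h reaction at room temperature, pH 8.0.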
B2AR arrestin = recruits beta-arrestin to the human beta2-adrenergic receptor | 330,000 compounds, 0.02% hits | P07550 | Potency, µM (series often up to 46.1 µM), without a hit: at the top dose activation, actives largely listed as activators | beta-arrestin recruitment to beta2AR, cell-based reporter;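 note: potency is the fitted concentration of half-maximal effect; 0% = DMSO controls and full agonism = EC100 isoproterenol or metaproterenol; nearly all actives have a fitted effect of over 65% in size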
Giardia killer = kills Giardia lamblia. activity change, % at 7.66 µM, hits read low. Giardia lamblia trophozoite viability. 340,000 compounds, 0.15% hits; in the data active = activity change below about -80%; inconclusive = between about -30% and that limit;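 note: parasites exposed to compound for two days anaerobically before the ATP read; % is set by controls: 0 for no effect and ±100 for the full control effect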
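Compounds were tested on trophozoites seeded at 100 cells/well and held 48 hrs at 37 deg C anaerobically. An ATP-based luminescent kit measured the remaining live cells.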
An asterisk follows results filed as active; ? = inconclusive; · = not tested or not shown; & = joins results of further samples; [ ] = remark or other dose. Unless noted, calls come from the whole dose curve; as a rule, active = well fitted curve in the direction sought with a large enough effect; inconclusive = small, poorly fitted or top-dose-only effect, or another doubt; inactive = no such curve, though single readings can be large; an effect the other way counts as inactive or inconclusive. This is a subset (hit frequency here may not be typical).

SMILES	GALK inhibitor	BCR signal inh	Menin-MLL TR inh	Tb PFK block	FBPA coupling cs	ASM inhibitor	PTAP TSG101 blk	B2AR arrestin	Integrin act MD	PKM2 act	Giardia killer
O=C(O)Cc1ccc(NC(=O)Nc2cccc(Cl)c2)cc1	-5%	?	26%	-23%	-1	-3%	-1%	-0.6%	19%	2%	-15
COc1cccc(-n2nnc3c(=O)n(Cc4c(F)cccc4Cl)cnc32)c1	-3%	-14%	-3%	-3%	0	-5%	-9%	-0.7%	-13%	2%	-2
COc1ccc(-c2nn(CCC#N)cc2C(=O)Nc2cccc(C(=O)O)c2)cc1[N+](=O)[O-]	-1%	?	8%	0%	1	1%	-3%	-1.1%	5%	-7%	10
CCCNC(=O)CSCc1nc(-c2ccc(SC)cc2)oc1C	0%	?	-15%	3%	2	0%	-4%	-0.9%	0%	-8%	-4
O=C(CSc1nncn1-c1ccccc1)NCc1cccs1	-3%	0%	2%	1%	-2	3%	-7%	-0.8%	-15%	0%	-3
CC1(C)OC(C(O)(c2ccccc2)c2ccccc2)[C@@H](C(O)(c2ccccc2)c2ccccc2)O1 (stereo partly specified)	·	-5%	8%	-1%	-3	?	·	0.6%	22%	-1%	-7
COc1ccccc1-n1cc(-c2ccc(Br)cc2)[nH]c1=S	·	?	?	7%	1	1%	-1%	0.0%	11%	·	-2
CCOc1cc(CNC(C)(C)C)ccc1OCC(=O)Nc1cccc(C(F)(F)F)c1	0%	-9%	?	0%	4	-2%	-5%	-0.1%	-30%	-4%	-26
CCn1cc(SCC(N)=O)c2ccccc21	3%	0%	-21%	-11%	-3	2%	-3%	0.1%	2%	-8%	-5
CC(C)(C)NC(=O)C(Cc1ccccc1)NS(=O)(=O)c1cccc2nsnc12 (stereo unspecified)	1%	1%	-25%	0%	2	6%	0%	-0.5%	?	-2%	2
Cc1noc(C)c1NC(=O)Nc1ccc2c(c1)C(=O)N([C@@H](C)CO)C[C@@H](C)[C@@H](CN(C)Cc1ccc3c(c1)OCO3)O2	·	-1%	·	-12%	·	1%	-1%	0.1%	-7%	·	6
CC1N(C(=O)N2CCOCC2)CCN1S(=O)(=O)c1ccc(Cl)cc1 (stereo unspecified)	11%	2%	1%	-1%	2	-1%	-4%	-0.1%	14%	·	21
CN(C)c1ccc(S(=O)(=O)NCC(=O)OCC(=O)NC(=O)C2CCCCC2)cc1[N+](=O)[O-]	·	-1%	·	0%	·	-12%	-6%	-0.3%	-22%	·	-7
COC(=O)c1ccc(CNC(=O)COC(=O)/C=C/c2ccc(O)c(OC)c2)cc1	·	?	·	0%	·	6%	1%	0.2%	-7%	·	7
CC(C)OP(=O)(OC(C)C)C(NC(=O)c1ccc(Br)cc1)c1ccccc1 (stereo unspecified)	-2%	1%	?	1%	1	-1%	38%[activator]	-0.5%	5%	0%	0
O=C(NCCCn1ccnc1)c1ccc2nccnc2c1	2%	-3%	0%	1%	2	4%	-5%	-0.3%	?	1%	17
CCn1c(=O)n(CC)c2cc(N3CCCC3)c(NC(=O)c3cccc(OC)c3)cc21	2%	0%	-17%	1%	-4	10%	-1%	0.3%	-23%	·	17
CC(C)(C)OC(=O)N[C@@H](Cc1ccccc1)C(=O)N[C@@H](CO)[C@H](O)[C@@H]1C[C@@H]1C(=O)NC1CCCCC1	·	-1%	·	1%	·	-2%	·	-0.1%	-3%	·	-16
CCOC(=O)CSc1nc2ccc(S(=O)(=O)N3CCOCC3)cc2[nH]1	3%	-1%	7%	-3%	1	3%	-5%	-1.9%	-16%	9%	-2
COc1ccc(Cl)cc1NS(=O)(=O)c1cccc(C(=O)N2CC(C)OC(C)C2)c1 (stereo unspecified)	·	0%	·	-1%	·	1%	-4%	0.3%	21%	·	?
CCCCNC(=O)CCNS(=O)(=O)c1ccc(Br)cc1	0%	-4%	9%	0%	1	4%	-6%	-0.1%	3%	-6%	-18
COC(=O)C(Oc1ccc2c(-c3ccc(OC)cc3)cc(=O)oc2c1)c1ccccc1 (stereo unspecified)	0%	?	11%	-5%	-1	-3%	1%	0.4%	-10%	1%	-7
Cc1ccc(NC(=O)N(Cc2nc3ccccc3c(=O)[nH]2)Cc2cccs2)cc1	-4%	18%	6%	7%	2	-4%	0%	-0.2%	-12%	-1%	1
O=C(NCCc1ccccc1)C1CCCN(S(=O)(=O)c2cnc[nH]2)C1 (stereo unspecified)	1%	2%	-3%	1%	2	2%	0%	-0.3%	-5%	-1%	9
CC(C)N(C(=O)[C@H]1CC(CC(=O)NCC23CC4CC(CC(C4)C2)C3)C(=O)N2CCc3c([nH]c4ccccc34)[C@]12C)C(C)C (stereo partly specified)	·	6%	·	-3%	·	-13%	-2%	-0.2%	27%	·	16
Cc1ccc(N=Nc2cc(C)ccc2O)c(C)c1	1%	?	1%	1%	1	-11%	-1%	0.1%	7%	·	-24
C=CCn1c(=O)c2ccccc2n2c(SCc3nc4ccccc4s3)nnc12	0%	?	5%	1%	1	2%	2%	-0.2%	-12%	1%	-5
CCOc1ccc(-c2nc3ccccc3c(=O)o2)cc1	4%	?	10%	-3%	-3	36%[activator]	-2%	-0.2%	18%	6%	-14
C=C1C2C[C@H](O)C(C)(C)[C@@]2(O)[C@H](O)C[C@]23C[C@@](C)(O)[C@H](CC[C@H]12)[C@H]3O (stereo partly specified)	·	3%	-1%	-6%	1	7%	·	-2.0%	1%	-2%	-10
CC(C)c1nc2c(c(=O)c3ccccc3n2C)c(=O)n1-c1ccc(F)cc1	2%	?	6%	-1%	1	1%	-7%	0.5%	-14%	-17%	15
C#CCOCCOCCOCCNc1nc(N2CCN(C(=O)[C@H](C(C)C)n3cc(CCO)nn3)CC2)nc(N2CCN(C(=O)[C@H](C(C)C)n3cc(CCO)nn3)CC2)n1	·	-1%	-6%	-1%	0	9%	-1%	-1.1%	-9%	2%	1
CCN1/C(=C2/SC(=S)N(NC(C)=O)C2=O)Sc2ccc(Cl)cc21	-1%	18%	5%	0%	-6	-5%	-7%	0.4%	20%	-14%	-5
Cc1ccc(NC(=O)OCCN2CCN(S(=O)(=O)c3ccc(C)cc3)CCC2=O)cc1	·	-2%	-2%&7%	-3%	-4&4	-4%	-6%	-0.6%	3%	0%	-5
CC(NC(=O)C1CCN(C(=O)c2ccc(F)cc2)CC1)c1ccc(-n2ccnc2)cc1 (stereo unspecified)	·	3%	·	-5%	·	8%	-3%	0.0%	-1%	·	-12
CC1CCCN(c2c3c(nc4ccccc24)CCCC3)C1 (stereo unspecified)	-2%	2%	?	-3%	1	-1%	-6%	0.4%	4%	·	-9
Cc1ccc2c(c1)cc(C(=O)NCc1ccccc1)n2C	0%	2%	?	-3%	-1	6%	-3%	0.1%	?	-2%	4
Cc1ccc(C(=O)NC2CCCCNC2=O)cc1 (stereo unspecified)	4%	-7%	·	1%	7	4%	-6%	-0.2%	3%	-7%	-14
O=C(CSc1nnc(-c2cccnc2)n1CCc1ccccc1)N1CCCCC1	-3%	1%	-3%	0%	2	2%	3%	0.0%	14%	0%	-2
CC12CCC(C/C1=N/O)C2(C)CBr (stereo unspecified)	4%	5%	·	-3%	1	3%	0%	0.0%	-8%	-3%	6
CCOC(=O)CNC(=O)c1sc2ncnc(N3CCc4ccccc4C3)c2c1C	-3%	?	-5%	-9%	-4	-6%	-9%	0.3%	-10%	-12%	4
O=C(COc1ccc(Br)cc1)Nc1ccc(-c2nnc(-c3ccco3)o2)cc1	0%	10%	?	3%	-1	-1%	0%	-1.6%	0%	-1%	15
CC(=O)Nc1cccc(NC(=O)CCCC(=O)O)c1	6%	-1%	14%	2%	0	-1%	2%	0.2%	17%	6%	1
C=CCN1C(=O)c2ccc(C(=O)N3CCC(C(=O)OCC)CC3)cc2C1=O	·	?	·	0%	·	-3%	0%	-0.3%	9%	·	2
C#CCN1c2ccccc2Sc2cccnc21	-2%	2%	11%	3%	-1	14%	-1%	-0.9%	-37%	·	-18
